MRP resist rev: reversal of MRP1-mediated doxorubicin resistance, primary screen, H69AR cells, doxorubicin co-treatment; actives 0.04% (n = 85,000); H69AR cells + 2 uM doxorubicin, CellTiter-Glo, 72 h; differential viability (reversal), % at 10 µM;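 active = viability drop by adding the cancer drug above about 55%, with treated viability meeting a 40% cutoff, limit read from the data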;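 note: viability without doxorubicin minus viability with 2 µM doxorubicin for each compound; larger differential means the compound sensitizes cells more to doxorubicin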
NFkB transloc pot: enhancers of NFkB p65 translocation in HUVEC – imaging, IL-1B stimulus, high-content imaging, primary screen; HUVEC IL-1B NFkB p65 nuclear translocation imaging; activation, % at 2 µM; actives 0.3% (n = 94,000);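 active = activation above 40%, about the mean plus 3 SD, also judged a hit on visual image review; inconclusive = activation above 40% but not a hit on visual review; inactive = activation not above 40% and no visual hit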;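 note: percent activation is computed from the nuclear over cytoplasmic p65 intensity ratio; values of inactives mirror those of a sister screen read the other way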
PLAP inhibitors HTS: PLAP enzyme inhibitors, biochemical, luminescence, HTS (AID 690) | actives 0.08% (n = 96,000) | inhibition, % at 20 µM; hits with a dose series show IC50 in µM | purified PLAP, luminescent substrate; higher % means a stronger effect; in the data active = a potency from the dose series; inactive = the rest, 99 in 100 with inhibition below about 30%; note: strong numbers were not always called active
Bcl-B TR3 displacers: displacers of TR3 peptide from Bcl-B, primary screen, selectivity assay for Bfl-1 inhibitor project, biochemical, fluorescence polarization; actives 0.11% (n = 96,000); displacement, % at 20 µM; hits with a dose series show IC50 in µM; FP displacement of FITC-TR3 peptide from Bcl-B; higher % means a stronger effect; Bcl-2-like protein 10 (Homo sapiens); AID 748, 2007;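 active = displacement above 50% at 20 µM plus a fluorescence interference ratio under 1.5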;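 note: plate controls were wells without compound for no effect and wells lacking Bcl-B protein for full effect; a part of the inactive calls stands beside numbers as strong as those of hits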
IL1B NFkB inh: inhibitors of IL-1B driven NFkB p65 nuclear import, primary screen, imaging, HUVEC, IL-1B stimulus, high-content imaging | inhibition, % at 2 µM | HUVEC IL-1B NFkB p65 nuclear translocation imaging | actives 0.43% (n = 94,000);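 active = inhibition above about 30% together with a positive call from visual inspection of the well image, limit read from the data; inconclusive = inhibition above a set limit but visual check negative; inactive = inhibition not above a set limit, visual check negative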;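 note: nuclear over cytoplasmic p65 intensity ratio measured by imaging; 0% = IL-1B stimulated DMSO wells and 100% = unstimulated DMSO wells; values of inactives mirror those of a sister screen read the other way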
MRP resist rev cytotoxicity: second read-out of MRP resist rev, no call of its own (marks repeat the call); viability, %; H69AR cells, CellTiter-Glo, 72 h; measured here: cytotoxicity without doxorubicin
MRP resist rev with doxorubicin: second read-out of MRP resist rev, no call of its own (marks repeat the call); viability, %; measured here: viability with 2 uM doxorubicin; stronger effect = lower value
IL1B NFkB inh cell count 2 µM: second read-out of IL1B NFkB inh, no call of its own (marks repeat the call); cell count; measured here: cells passing quality filter;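 raw number of nuclei counted in each imaged well without normalization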
NFkB transloc pot cell count 2 µM: also measured in NFkB transloc pot; calls as there; cell count; measured here: cells passing quality filter
* = called active by the depositor; ? = inconclusive; · = not tested or not shown.

SMILES	MRP resist rev	MRP resist rev cytotoxicity	MRP resist rev with doxorubicin	NFkB transloc pot	NFkB transloc pot cell count 2 µM	PLAP inhibitors HTS	Bcl-B TR3 displacers	IL1B NFkB inh	IL1B NFkB inh cell count 2 µM
O=C(NC1CCN(C(=O)N2c3ccccc3Sc3ccccc32)CC1)c1ccccc1F	·	·	·	-1	100	-20%	4%	1	100
CC(OC(=O)c1nsc(Cl)c1Cl)C(=O)NCc1ccco1 (configuration not stated)	-10	86	96	18	72	-24%	14%	-18	72
CC(=O)Nc1cccc(-c2csc(Nc3ccccn3)n2)c1	·	·	·	11	145	-27%	-13%	-11	145
Cc1cc(=O)oc2cc(Oc3ncccn3)ccc12	-9	91	100	13	133	26%	-10%	-13	133
Cn1nc(-c2ccc(C(=O)NCC3CCCO3)cc2)c2ccccc2c1=O (configuration not stated)	4	78	73	-6	11	-44%	-4%	6	11
COc1ccc(-n2c(=O)cc(N3CCN(c4ccccc4OC)CC3)[nH]c2=O)cc1	-8	104	112	·	·	-3%	-3%	·	·
COc1cc(CNCc2cccs2)ccc1OCc1ccccc1	·	·	·	13	147	-37%	-11%	-13	147
O=C(Nc1nnc(-c2ccco2)o1)C1CCCCC1	-7	77	84	22	179	-30%	-1%	-22	179
Cc1ccc(CNC(=O)C2CCN(S(=O)(=O)c3cnc[nH]3)CC2)cc1	5	98	93	-2	178	-36%	12%	2	178
Cc1ccc2[nH]c(=O)c(CN(Cc3cccs3)Cc3nnnn3Cc3ccccc3)cc2c1	24	46	22	·	·	-54%	-64%	·	·
CC(C)C1NC2(C(=O)c3ccccc3C2=O)C2C(=O)N(c3ccc(F)cc3)C(=O)C12 (configuration not stated)	2	86	84	9	121	-25%	4%	-9	121
Cc1nnc(SCCCn2c(N3CCN(c4ccccc4)CC3)nc3c2c(=O)[nH]c(=O)n3C)s1	-2	77	79	?	·	-34%	-6%	-40	205
Cc1[nH]n(-c2ccccc2)c(=S)c1C=Nc1cccc([N+](=O)[O-])c1	·	·	·	8	158	4%	4%	-8	158
O=c1cc(-c2ccccc2)nc2n1Cc1ccccc1-2	-4	79	82	0	57	-20%	0%	0	57
N/C(=N\OC(=O)Nc1ccc(Cl)cc1)c1ncc(C(F)(F)F)cc1Cl	3	32	29	16	173	0%	-6%	-16	173
CCOC(=O)C1CCN(C(=O)Cc2c(C(=O)O)[nH]c3ccccc23)CC1	-6	102	108	19	132	1%	2%	-19	132
O=C(CCc1nc(-c2ccccc2)no1)NCc1ccco1	17	80	63	-6	128	-30%	-50%	6	128
CCOCCCNC(=O)C1CCN(C(=O)Nc2ccc(Cl)cc2)CC1	10	107	97	-6	182	-31%	-8%	6	182
O=C(NC1CCCCC1)NC1CCN(C(=S)NCc2ccco2)CC1	·	·	·	-3	193	9%	0%	3	193
Cc1cc(C)n(C(=O)CNc2ccc(C)c(C)c2)n1	16	104	87	13	82	·	·	-12	82
O=C(Nc1ccc(OC(=O)c2cccnc2)cc1)c1cccnc1	-35	72	107	2	69	12%	0%	-2	69
O=C(NCCCCCCCCCNC(=O)C(F)(F)F)C(F)(F)F	·	·	·	-8	166	7%	0%	8	166
O=Cc1c(Sc2ccccc2)nc2ccccn2c1=O	0	3	3	10	173	4%	-11%	-10	173
COc1ccc(C(C)=O)cc1COC(=O)c1ccc(S(=O)(=O)N2CCOCC2)cc1	10	94	84	·	·	-3%	-4%	·	·
O=C(NC1CCCCCC1)c1cc(S(=O)(=O)N2CCC3(CC2)OCCO3)ccc1F	-11	88	100	-4	143	·	·	4	143

(next part)
SMILES	MRP resist rev	MRP resist rev cytotoxicity	MRP resist rev with doxorubicin	NFkB transloc pot	NFkB transloc pot cell count 2 µM	PLAP inhibitors HTS	Bcl-B TR3 displacers	IL1B NFkB inh	IL1B NFkB inh cell count 2 µM
O=C(CCNS(=O)(=O)c1cccc2nsnc12)NC1CCN(Cc2ccccc2)CC1	8	95	87	·	·	-31%	0%	·	·
Cc1cccc(C(=O)Nc2cc(=O)n(C)c(=O)n2C)c1	9	97	88	·	·	-2%	-1%	·	·
CCOC(=O)c1[nH]c2cc(OC)c(OC)cc2c1NC(=O)c1ccc2c(c1)OCO2	-20	26	46	18	147	-9%	-5%	-18	147
O=C(/C=C/c1ccco1)Nc1sc2c(c1C(=O)O)CCC2	·	·	·	-4	115	-12%	9%	4	115
CCOc1ccc(C(=O)CSc2nnc(N)s2)cc1	6	95	89	3	137	2%	-7%	-3	137
CSc1nc2sc3c(c2c(=O)n1C1CCCCC1)CCN(C)C3	16	88	72	0	83	-40%	-11%	0	83
Cc1ccc(S(=O)(=O)C2(C(=O)O)CCCC2)cc1C	-7	77	83	·	·	-6%	8%	·	·
Cc1sc2nc(CN3CCOCC3)nc(NS(=O)(=O)c3ccccc3)c2c1C	2	89	86	-4	174	-47%	-3%	4	174
COC(=O)c1ccc(COC(=O)c2ccc(S(=O)(=O)N3CCC(C)CC3)cc2)o1	-5	43	49	0	59	11%	-1%	0	59
CC(C)CNS(=O)(=O)c1cc(C(=O)N2CC(C)OC(C)C2)c(Cl)cc1Cl (configuration not stated)	8	93	85	-2	207	-22%	-6%	2	207
COc1cc2c(cc1OC)CN(CC(=O)Nc1ccc(C)cc1)CC2	17	103	86	11	146	-79%	-7%	-11	146
CCn1cc(C(=O)NCC2COc3ccccc3O2)c2cc(OC)c(OC)cc2c1=O (configuration not stated)	·	·	·	18	140	·	·	-18	140
O=C(NNC(=O)c1cc(OCC(F)(F)F)ccc1OCC(F)(F)F)c1cccc(C(F)(F)F)c1	·	·	·	·	·	-67%	-2%	·	·
O=C(O)c1ccc2c(c1)C(=O)N(Cc1ccc3c(c1)OCO3)C2=O	-25	56	81	6	183	-4%	16%	-6	183
N#CC1=C(SCC(=O)NC2CC2)NC(=O)C(C#N)C12CCCCC2 (configuration not stated)	8	100	92	34	130	-18%	-1%	-34	130
CCCCNC(=O)OCCNC(=O)NC	6	83	78	9	127	10%	1%	-9	127
CCOc1cc(NC(=O)c2ccco2)c(OCC)cc1NC(=O)Cc1cccc(OC)c1	-8	74	81	-3	108	6%	-8%	3	108
Nc1c2c(nc3ccn(Cc4ccccc4)c(=O)c13)CCC2	-1	76	77	-7	117	27%	6%	7	117
COc1cc(CN2CCN(S(=O)(=O)c3ccc(F)cc3)CC2)cc(OC)c1OC	4	83	79	26	183	-66%	10%	-26	183
COc1ccc2c(c1)CCc1c(C(=O)NCCCn3ccnc3)noc1-2	0	2	1	22	97	15%	-10%	-22	97
C=C(C)CSc1nnc2n(C)c(=O)c3c4c(sc3n12)CCC4	-6	92	98	·	·	6%	-2%	·	·
Cc1cccc(C=Nc2ccccc2C(N)=O)c1	-26	23	49	0	188	15%	11%	0	188
COc1ccc(-c2nnn(CC(=O)N3CCOCC3)n2)cc1	7	99	92	2	63	7%	5%	-2	63
COc1ccc(CNC(=O)C2CC(=O)N(c3ccc(OCC(=O)N4C(C)CCCC4C)cc3)C2)cc1 (configuration not stated)	10	94	84	27	134	-43%	-7%	-27	134
COc1cccc(C2C(C#N)=C(N)OC3=C2C(=O)CC(c2ccco2)C3)c1OCc1ccc(F)cc1 (configuration not stated)	-4	88	92	-16	96	-14%	-1%	16	96

Arranged by SMILES length (low to high): some entries from above
SMILES	MRP resist rev	MRP resist rev cytotoxicity	MRP resist rev with doxorubicin	NFkB transloc pot	NFkB transloc pot cell count 2 µM	PLAP inhibitors HTS	Bcl-B TR3 displacers	IL1B NFkB inh	IL1B NFkB inh cell count 2 µM
CCCCNC(=O)OCCNC(=O)NC	6	83	78	9	127	10%	1%	-9	127
CCOc1ccc(C(=O)CSc2nnc(N)s2)cc1	6	95	89	3	137	2%	-7%	-3	137
Cc1ccc(S(=O)(=O)C2(C(=O)O)CCCC2)cc1C	-7	77	83	·	·	-6%	8%	·	·
Nc1c2c(nc3ccn(Cc4ccccc4)c(=O)c13)CCC2	-1	76	77	-7	117	27%	6%	7	117
CSc1nc2sc3c(c2c(=O)n1C1CCCCC1)CCN(C)C3	16	88	72	0	83	-40%	-11%	0	83
COc1cc2c(cc1OC)CN(CC(=O)Nc1ccc(C)cc1)CC2	17	103	86	11	146	-79%	-7%	-11	146
N#CC1=C(SCC(=O)NC2CC2)NC(=O)C(C#N)C12CCCCC2 (configuration not stated)	8	100	92	34	130	-18%	-1%	-34	130
CCn1cc(C(=O)NCC2COc3ccccc3O2)c2cc(OC)c(OC)cc2c1=O (configuration not stated)	·	·	·	18	140	·	·	-18	140
O=C(CCNS(=O)(=O)c1cccc2nsnc12)NC1CCN(Cc2ccccc2)CC1	8	95	87	·	·	-31%	0%	·	·
CC(C)CNS(=O)(=O)c1cc(C(=O)N2CC(C)OC(C)C2)c(Cl)cc1Cl (configuration not stated)	8	93	85	-2	207	-22%	-6%	2	207
COC(=O)c1ccc(COC(=O)c2ccc(S(=O)(=O)N3CCC(C)CC3)cc2)o1	-5	43	49	0	59	11%	-1%	0	59
O=C(NNC(=O)c1cc(OCC(F)(F)F)ccc1OCC(F)(F)F)c1cccc(C(F)(F)F)c1	·	·	·	·	·	-67%	-2%	·	·
COc1ccc(CNC(=O)C2CC(=O)N(c3ccc(OCC(=O)N4C(C)CCCC4C)cc3)C2)cc1 (configuration not stated)	10	94	84	27	134	-43%	-7%	-27	134
COc1cccc(C2C(C#N)=C(N)OC3=C2C(=O)CC(c2ccco2)C3)c1OCc1ccc(F)cc1 (configuration not stated)	-4	88	92	-16	96	-14%	-1%	16	96

Next structures follow:
SMILES	MRP resist rev	MRP resist rev cytotoxicity	MRP resist rev with doxorubicin	NFkB transloc pot	NFkB transloc pot cell count 2 µM	PLAP inhibitors HTS	Bcl-B TR3 displacers	IL1B NFkB inh	IL1B NFkB inh cell count 2 µM
Cc1[nH]c(=S)[nH]c(=O)c1CCOc1ccccc1	3	88	85	-6	82	-2%	7%	6	82
CCS(=O)(=O)CCSC(=N)N	-1	90	91	-12	194	16%	3%	12	194
COc1ccccc1CN(Cc1nc2ccccc2c(=O)[nH]1)S(=O)(=O)c1ccc(C)cc1	-5	105	110	-1	172	-52%	-3%	1	172
CCOC(=O)c1c(N)sc2c1CCC(CC)C2 (configuration not stated)	17	102	86	-2	192	-3%	-9%	2	192
O=C(Nc1cccnc1)c1cc2nc(C3CC3)cc(C(F)(F)F)n2n1	18	102	85	5	124	-23%	-12%	-5	124
Cn1c(C(=O)NCc2cccs2)cc2oc3ccccc3c21	·	·	·	·	·	4%	-8%	·	·
COc1ccc(C)cc1NC(=O)CN(c1ccccc1)S(C)(=O)=O	5	97	92	-7	158	2%	5%	7	158
O=C(CCNS(=O)(=O)c1ccc(Br)s1)NC1CCCC1	8	98	89	-6	168	11%	-10%	6	168
Cc1ccc(CN2CCN(C(=O)C3CCCO3)CC2)cc1 (configuration not stated)	3	101	99	-2	159	-28%	2%	2	159
CC(=O)C1=C(N2CCCCC2)CCC1=O	-1	100	101	0	162	18%	-8%	0	162
CC1=C(C)CC(C(=O)NCc2ccc3c(c2)OCO3)C(C(=O)O)C1 (configuration not stated)	-28	69	98	11	171	-8%	-11%	-11	171
CN1CCN(S(=O)(=O)c2ccc(-c3ccccc3)cc2)CC1	13	93	80	25	123	6%	-6%	-25	123
COC(=O)N1CC(C)N(C(=O)OC)CC1C (configuration not stated)	7	101	94	·	·	0%	-12%	·	·
O=C(Nn1cnnc1)c1cc2cc(Br)ccc2oc1=O	7	84	77	1	152	-19%	-2%	-1	152
NC(=S)Nc1ccc(Oc2ccc(NC(N)=S)cc2)cc1	·	·	·	0	157	-6%	3%	0	157
Cc1cc(C)cc(NC(=O)CSc2nnc(CNC(=O)c3cccs3)o2)c1	16	100	84	-11	111	-1%	-5%	11	111
COc1ccc(CN(C2CCCC2)S(=O)(=O)c2ccc(-n3cnnn3)cc2)cc1	-2	62	64	7	54	-7%	0%	-7	54
CC1CC(C)CN(S(=O)(=O)c2ccc(C(=O)Nc3sccc3C(N)=O)cc2)C1 (configuration not stated)	-6	95	101	-10	177	-10%	-4%	10	177

These rows are one share of the data, so the mix of outcomes need not match the whole.
